# aDG glyco act = alpha-DG glycosylation activation; Pro5-aDG cells, alpha-DG glycosylation AlphaScreen (IIH6); 0% Pro5, 100% B10-LARGE cell signal; activation, % at 10 µM; hit rate 0.22% among 360,000; AID 624168;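 active means activation of at least 8% versus controls, or a plate z-score of at least 8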;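 further: Pro5 are CHO cells carrying HIG-tagged alpha-DG that lacks glycosylation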
# HTR2A ag = activates the mouse 5-HT2A serotonin receptor. CHO-K1 mHTR2A beta-arrestin complementation, luminescence; percent of 30 µM serotonin response. activation, % at 7.6 µM. P35363. AID 624169. hit rate 0.66% among 360,000;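 active means activation above a run cutoff, the mean activation of all tested compounds plus 3 SD, cut at about 14% in these data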;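 further: 0% = plate median of compound wells and 100% = 30 µM serotonin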
# ABCB6 inh 2 = blocks the human ABCB6 transporter. Q9NP58. K562-ABCB6 porphyrin accumulation, flow cytometry, 1 h; active compounds read low. fluorescence ratio to DMSO, % at 10 µM. hit rate 0.19% among 360,000;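 active means fluorescence ratio to DMSO below 75%, the collection mean minus 3 SD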;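 further: signal is porphyrin accumulated inside mitochondria; 100% equals median channel fluorescence of DMSO control wells; lower ratio means ABCB6 inhibition with less porphyrin fluorescence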
# H9c2 protect = modulators protecting cardiomyocytes from myocardial damage | H9c2 cardiomyocytes, H2O2 injury protection, ATPLite, 2 h | protection from H2O2 cell death, % at 20 µM | hit rate 0.63% among 360,000;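 active means compounds giving at least 50% protection of heart cells from peroxide-induced death in the single-dose screen, raw or plate-pattern-corrected value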;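 further: 0% = DMSO wells with peroxide and 100% = DMSO wells without peroxide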
# Exocytosis inh = blocks lytic granule exocytosis; TALL-104 LAMP-1 surface exposure, flow cytometry; cells stimulated with thapsigargin and PMA; inhibition, % at 10 µM; hit rate 0.66% among 360,000;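 active means inhibition above about 55%, limit read from the data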
# Glyco luc inh = N-linked glycosylation inhibition. D54 ERlucT glycosylation luciferase reporter, 24 h; percent of 100 nM tunicamycin response. reporter increase, % at 12.5 µM. hit rate 0.23% among 360,000;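 active means mean luciferase reporter signal, scaled so untreated is 0 and the glycosylation-blocking control 100, at or above a set limit in every replicate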;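 further: luciferase carries N-glycosylation sites so blocking glycosylation raises the light; 0% = median of neutral control wells and 100% = median of 100 nM tunicamycin wells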
# MC4R ag barr = human MC4R agonism via beta-arrestin. activation, % at 8.9 µM. U2OS MC4R beta-arrestin complementation, luminescence; percent of melanotan II response, DMSO zero. P32245. hit rate 0.98% among 360,000;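 active means activation above a per-plate cutoff, the mean activation of sample wells on that plate plus 3 SD, cut at about 8% in these data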
# MC4R antag cAMP = blocks human MC4R cAMP signaling; P32245; MC4R-expressing cells, MTII-stimulated cAMP, LANCE TR-FRET; inhibition, % at 6.5 µM; hit rate 0.48% among 360,000; AID 540295;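 active means inhibition above its plate's cutoff, the mean of tested wells on that plate plus 3 SD, cut at about 29% in these data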;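 further: 0% = Melanotan II alone and 100% = Melanotan II plus saturating MCL0020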
#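 Assay system: U2OS cells stably expressing human melanocortin 4 receptor (MC4R) / Dosing: 6.5 µM / Timing: compound 30 min, challenge 1 h, detection 1 h / Measured by: Eu-cAMP/anti-cAMP TR-FRET, emission 671 nm / Replicates: singlicate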
# ABHD5 PLIN5 PPI = ABHD5-PLIN5 protein interaction inhibition; Q00G26+Q8WTS1; Split G. princeps luciferase complementation, luminescence, 4 h; inhibition, % at 4 µM; hit rate 0.78% among 360,000; AID 602281;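 active means inhibition above the mean inhibition across every tested compound plus 3 SD, cut at about 22% in these data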;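 further: 0% = DMSO only wells and the 100% control is not disclosed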
# Target sequence (Q00G26 whole entry, looked up): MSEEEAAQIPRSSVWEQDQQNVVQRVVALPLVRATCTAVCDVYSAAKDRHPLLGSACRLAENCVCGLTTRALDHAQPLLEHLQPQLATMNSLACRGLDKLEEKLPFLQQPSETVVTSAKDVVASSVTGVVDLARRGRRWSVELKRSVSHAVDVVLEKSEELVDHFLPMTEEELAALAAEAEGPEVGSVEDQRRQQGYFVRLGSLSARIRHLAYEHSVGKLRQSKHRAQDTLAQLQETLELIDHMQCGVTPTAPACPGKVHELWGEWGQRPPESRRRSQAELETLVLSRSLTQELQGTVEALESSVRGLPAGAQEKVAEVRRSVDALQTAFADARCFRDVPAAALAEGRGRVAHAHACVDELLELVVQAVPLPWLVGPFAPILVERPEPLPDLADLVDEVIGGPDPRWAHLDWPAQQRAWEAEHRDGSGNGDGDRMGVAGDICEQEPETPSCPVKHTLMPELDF
# Target sequence (Q8WTS1 whole entry, looked up): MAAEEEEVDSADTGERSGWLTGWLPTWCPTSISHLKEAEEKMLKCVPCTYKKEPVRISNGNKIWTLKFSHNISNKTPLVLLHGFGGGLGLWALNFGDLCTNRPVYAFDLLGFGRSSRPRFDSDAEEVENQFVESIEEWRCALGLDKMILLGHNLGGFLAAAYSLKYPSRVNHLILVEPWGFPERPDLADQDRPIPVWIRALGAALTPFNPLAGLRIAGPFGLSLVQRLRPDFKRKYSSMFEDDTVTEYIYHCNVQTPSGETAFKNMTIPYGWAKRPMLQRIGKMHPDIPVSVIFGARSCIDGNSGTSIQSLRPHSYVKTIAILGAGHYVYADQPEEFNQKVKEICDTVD
# hiPSC survival = increases survival of single human iPS cells; hiPSC single-cell survival, ATPlite luminescence; 100% = ROCK inhibitor wells, 0% = DMSO; survival enhancement, % at 20 µM; hit rate 0.044% among 360,000; AID 602274; in the data active means survival enhancement above about 18%;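 further: cells exposed to compounds for 16 hours before the ATP read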
# * hit, by the source's call; / = no result given.
SMILES,aDG glyco act,HTR2A ag,ABCB6 inh 2,H9c2 protect,Exocytosis inh,Glyco luc inh,MC4R ag barr,MC4R antag cAMP,ABHD5 PLIN5 PPI,hiPSC survival
O=C(NC(c1ccc(F)cc1)c1ccc2ccccc2n1)C1CCN(CCOc2ccc(F)cc2)CC1 (stereo not drawn),3.0,-3.5,96.0,-1.6,23.1,-4.7,1.0,9.9,5.0,-1.4
c1cncc(-c2nc(NCc3ccc4c(c3)OCO4)c3ccccc3n2)c1,-0.2,-4.6,98.0,13.6,-13.9,1.2,0.8,8.4,5.9,0.3
O=C1c2ccccc2C(Nc2ccc(-c3nc4ccccc4[nH]3)cc2)N1Cc1ccco1 (stereo not drawn),0.0,-5.8,94.0,-6.1,-6.4,-0.5,-0.7,27.6,1.1,-2.3
CN(Cc1ccccc1)c1nc2c(c(=O)[nH]c(=O)n2C)n1CCCSc1ncccn1,0.1,-1.1,97.0,9.7,5.1,-3.6,-2.2,4.3,4.0,-1.2
Cc1ccc(S(=O)(=O)N2CCOCC2)cc1C(=O)NC(=S)N(Cc1ccccc1)C(C)C,-0.1,-1.6,101.0,0.4,-1.6,2.0,-0.5,-0.1,-9.7,-1.3
Cc1ccc(S(=O)(=O)NCCc2nnc3ccc(SCc4cccnc4)nn23)cc1,-0.3,0.4,100.0,1.2,5.0,-2.2,-1.9,0.2,-7.9,0.1
O=C(CN1CCCCC1)Nc1cc(Cl)ccc1Oc1ccccc1,0.0,-3.3,94.0,-10.7,14.4,-6.9,0.9,10.8,-5.9,-0.2
COc1cccc(NC(=O)c2ccc3nc(C)sc3c2)c1,0.1,1.9,90.0,-6.9,0.3,-0.7,-1.3,6.2,-10.8,0.1
CCCc1nc2oc3c(=O)[nH]cnc3c2c2c1CCCC2,0.0,1.4,93.0,2.0,-0.5,1.5,-3.2,-7.0,2.4,-0.4
CC(C)C(=O)Nc1cccc(C(=O)Nc2nnc(C(C)(C)C)s2)c1,0.0,0.9,98.0,16.8,-0.9,1.5,-1.0,2.5,2.9,0.2
O=C(/C=C/c1cccc(Cl)c1)NNC(=O)c1ccncc1,-0.1,-0.9,95.0,0.9,-0.4,1.0,-0.8,-7.6,-4.2,5.6
O=S(=O)(c1ccc(OCC(O)CN2CCN(c3ccccc3Cl)CC2)cc1)N1CCOCC1 (stereo not drawn),-0.1,22.4*,99.0,-2.7,2.5,-3.3,0.5,8.9,14.7,-2.0
O=C(OCn1nnc2ccccc2c1=O)c1ccco1,-0.2,0.3,95.0,15.5,0.8,3.7,-1.6,3.1,-3.8,-0.3
Cc1ccc(OCCSc2nc(NC(C)C)nc(NC(C)C)n2)cc1,0.6,-0.4,99.0,-21.3,4.2,-6.5,0.7,20.4,-17.8,1.3
O=C(C[n+]1cccc(CNC(=O)c2ccc(OC(F)F)cc2)c1)Nc1cc(C(F)(F)F)ccc1Cl,0.2,-7.4,100.0,7.0,5.1,4.3,-2.9,2.5,18.5,3.6
CCCCC(=O)OCc1cn(-c2ccc(Cl)cc2)nn1,-0.2,-1.8,85.0,-1.5,1.1,2.2,0.2,-2.1,1.3,-0.1
O=C1Nc2cc(C(=O)N3CCN(Cc4ccccc4)CC3)ccc2SC1N1CCOCC1 (stereo not drawn),-0.2,5.8,97.0,-6.8,-4.0,3.5,1.3,0.2,-2.2,4.2
O=C1C2C(c3cccc(/C=C/c4ccccc4)c3)CC=CC2C(c2ccc3ccccc3c2)N1Cc1ccccc1 (stereo not drawn),-0.7,2.1,96.0,-0.7,-0.3,0.3,-1.3,-0.9,-6.2,-2.5
CCOC(=O)c1ccc(Oc2c(C)oc3c(CN4CCN(C)CC4)c(O)ccc3c2=O)cc1,0.0,-5.7,101.0,-6.2,-5.6,-0.1,-1.5,-0.4,3.5,1.2
Fc1ccc(C(c2nnnn2Cc2ccco2)N2CCN(C3CCCCC3)CC2)cc1 (stereo not drawn),-0.2,-6.3,94.0,4.7,-2.6,-4.0,1.2,18.1,1.9,-3.8
Cn1nnnc1NCc1ccc(Cl)c(Cl)c1,-0.1,-0.2,104.0,9.8,-0.3,0.5,-0.3,3.3,0.5,-0.6
Cc1cccc(-c2nc(CS(=O)CC(=O)NC(C)CCc3ccccc3)c(C)o2)c1 (stereo not drawn),0.1,4.6,97.0,-2.7,10.9,4.1,-0.8,8.2,-3.7,-0.2
CC(=O)N(C)C(c1ccc(N(C)C)cc1)c1nnnn1-c1c(C)cccc1C (stereo not drawn),0.1,2.2,99.0,-2.1,5.7,-0.2,0.2,4.8,2.7,-0.8
CC1CCCN(C(=O)CCNS(=O)(=O)c2ccc3c(c2)oc(=O)n3C)C1 (stereo not drawn),-0.4,-2.1,96.0,-0.9,-1.8,2.6,-1.3,0.3,5.0,-0.4
CCCCc1ccc(NC(=S)N2CCN(c3ncccn3)CC2)cc1,0.0,-0.3,101.0,-5.3,-1.6,2.9,0.7,21.5,-2.9,-2.3
CN1CCN(S(=O)(=O)Cc2ccc(Cl)cc2)CC1,0.0,0.6,92.0,5.2,3.6,2.4,0.2,-0.5,0.9,0.0
Clc1ccc(OCc2nc(-c3ccncc3)no2)cc1,-0.1,9.6,100.0,-4.7,2.0,-4.3,-0.1,0.5,3.6,-0.3
Cc1cc(C(=O)NCc2cccs2)no1,-0.1,-2.4,101.0,1.9,-3.0,1.5,-0.7,4.3,2.3,1.0
CCCCC(c1nnnn1Cc1ccco1)N1CCN(C(=O)c2ccco2)CC1 (stereo not drawn),0.3,-2.8,94.0,-2.0,-2.4,-2.8,0.3,-3.5,0.7,2.9
Nc1ccccc1OCCOCCOc1ccccc1N,-0.2,-1.4,97.0,1.6,-0.2,-0.1,-0.3,4.6,9.9,1.9
N/C(Cc1ccc(Cl)cc1)=N\OC(=O)Cc1ccc([N+](=O)[O-])cc1,-0.4,-4.7,101.0,-1.2,0.1,4.1,-1.1,3.4,-6.5,-2.0
CC(=NNC(=S)Nc1cccc(C)c1)c1ccccn1,-0.4,-4.6,102.0,28.4,0.1,-8.0,-1.4,12.3,1.0,-0.5
Cc1nn(C)cc1CN(C)C(=O)c1cc(COc2ccc(F)cc2F)on1,0.4,-3.9,95.0,-3.5,-2.4,-1.0,-1.6,8.0,0.3,0.5
O=C(Nc1cccc(NC(=O)c2cccs2)c1)c1ccco1,-0.1,0.4,94.0,-3.4,-1.5,-1.5,-1.9,1.8,-2.6,-0.2
O=C(NCCS(=O)(=O)N1CCN(c2ccccc2F)CC1)c1ccc2c(c1)OCO2,-0.1,-5.7,105.0,-5.1,-1.2,0.2,-1.0,-3.8,2.5,-0.7
CCOC(=O)C1CCN(C(=O)CCCNC(=O)Cn2cnc3sc(C)c(C)c3c2=O)CC1,0.2,0.5,165.0,-0.6,3.1,-0.1,-1.0,1.1,9.7,-0.2
COc1ccc(CCNS(=O)(=O)c2cn(C)nc2C)cc1OC,-0.1,2.6,101.0,9.7,-2.9,3.9,0.1,5.6,14.2,-0.2
CC(=O)N(/N=C1/C(=O)Nc2ccccc21)c1ccccc1,0.1,-0.3,98.0,-3.3,-16.5,1.2,-0.5,10.8,3.5,-0.5
C/C=C/CSc1nc2c(c(=O)[nH]c(=O)n2C)n1Cc1ccc(C)cc1,0.1,-6.0,91.0,-11.2,-7.6,-0.9,8.9*,-24.3,-4.0,5.7
COc1cc2[nH]c(=O)n(CCCCCC(=O)NCCCN3CCC(C)CC3)c(=O)c2cc1OC,0.1,2.6,102.0,-0.5,-0.9,2.2,-0.3,-0.1,-7.5,4.4
CCOC(=O)[C@]12CCCC=C1N(Cc1ccco1)C(=O)[C@H](CC(=O)N1CCCC1)C2,0.5,-1.3,94.0,/,-8.2,/,/,/,5.7,-0.1
CC(C)[C@H](NC(=O)c1ccccc1Cl)C(=O)OCC(=O)NC(=O)NC1CCCC1,-0.1,1.3,96.0,3.6,-1.4,0.5,-0.9,11.9,-7.4,0.1
CCOC(=O)N1C(=O)NC(=O)C1c1ccc(OC)cc1 (stereo not drawn),0.3,4.7,88.0,8.2,1.8,2.4,-1.1,1.7,3.7,1.2
COc1ccc(CCC(=O)NNC(=O)Cn2nc(C)cc2C)cc1,0.2,17.3*,103.0,4.8,-3.3,2.8,-2.5,5.9,6.4,-0.4
COc1cc(C)cc(C(=O)O)c1C1=C(O)c2cccc(O)c2C(=O)C1=O,0.1,-4.5,102.0,1.8,-1.2,0.4,-1.5,3.5,1.3,-0.3
COc1ccc(C(=O)Nn2c(SCC(=O)NC3CCCCC3)nc3ccccc3c2=O)cc1,0.2,-0.3,92.0,-10.4,-2.9,-17.1,-1.2,-1.6,2.6,-3.8
CCSc1nnc(N(CCC(=O)O)CCC(=O)O)s1,-0.2,5.3,97.0,-3.7,-0.4,0.3,-0.7,0.4,-3.6,4.9
CCc1sc(C(=O)NNC(=O)c2cncc(Br)c2)cc1C,0.2,-7.0,99.0,-0.1,9.1,2.3,-2.7,0.6,4.2,1.2
CCOc1ccc(NC(=O)CSc2nc(C3CC3)nc3ccccc23)cc1,0.3,4.4,100.0,1.9,8.7,0.6,7.0,1.1,6.9,-0.4
Cn1c(=O)[nH]c(=O)c2c1nc(NC1CCCCC1)n2CCO,0.2,9.1,88.0,-1.8,3.2,1.6,0.2,7.5,-0.2,-1.1
# Next section
SMILES,aDG glyco act,HTR2A ag,ABCB6 inh 2,H9c2 protect,Exocytosis inh,Glyco luc inh,MC4R ag barr,MC4R antag cAMP,ABHD5 PLIN5 PPI,hiPSC survival
O=c1c2cccnc2[nH]c(=S)n1CCCN1CCN(c2ccc(F)cc2)CC1,0.1,-0.9,131.0,-8.8,0.7,3.5,0.0,15.0,2.2,-0.6
O=C(NCc1ccccn1)C1CCCCC1,-0.1,-4.5,95.0,3.7,-7.5,3.1,-0.1,5.0,-7.0,-0.6
CCOC(=O)N1CCN(C(c2ccc(C)cc2)c2sc3nc(C)nn3c2O)CC1 (stereo not drawn),-0.2,1.1,88.0,0.3,-2.2,1.4,-0.7,5.6,1.4,-0.4
O=C(CNc1ccccc1Cl)c1ccc(Br)cc1,0.1,-0.8,93.0,-14.6,5.9,2.2,2.3,-0.4,7.2,1.9
O=C(Oc1cncc(Cl)c1)c1sccc1Cl,0.1,0.4,102.0,-5.9,-5.1,-0.1,2.6,32.8*,3.1,-0.2
CCOC(=O)c1c(C)n(C)c2ccc(OC)c(NS(=O)(=O)CC)c12,0.0,-1.3,92.0,14.8,0.8,3.8,-1.5,8.0,-2.5,-0.4
CCN1C(=O)C(O)(CC(=O)/C=C/C=C/c2ccccc2)c2ccccc21 (stereo not drawn),0.3,-6.9,102.0,6.0,5.3,3.2,1.3,16.5,-5.1,-1.5
CN(C(=O)C1CCOC1)c1nnc(-c2cnccn2)s1 (stereo not drawn),0.2,-0.4,93.0,4.7,0.7,1.7,0.6,7.5,-1.2,-4.6

# Screening data (PubChem BioAssay)
